Source: PubChem (several laboratories)
procasp7 counter: activates human procaspase-7, counter-screen for procaspase-3 activators; recombinant procaspase-7, Ac-DEVD-pNA absorbance 405 nm; D23A/D198A/D206A triple mutant, cannot self-cleave; scale: DMSO 0, 5 µM enzyme 100; activation, % at 8.5 µM; hit rate 0.093% among 330,000; P55210;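 active = percent activation above the screen-wide mean plus 3 SD, cut at about 25% in these data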
Target sequence (P55210 whole entry D23A/D198A/D206A): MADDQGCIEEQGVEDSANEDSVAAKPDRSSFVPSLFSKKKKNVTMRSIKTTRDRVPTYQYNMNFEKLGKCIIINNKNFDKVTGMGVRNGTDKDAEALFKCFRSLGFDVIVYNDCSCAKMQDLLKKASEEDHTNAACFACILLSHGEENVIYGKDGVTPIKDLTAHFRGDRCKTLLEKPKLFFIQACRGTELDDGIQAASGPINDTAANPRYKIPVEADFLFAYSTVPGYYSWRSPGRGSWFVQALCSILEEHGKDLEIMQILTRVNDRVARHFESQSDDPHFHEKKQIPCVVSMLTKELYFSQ
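Assay system: Uncleavable procaspase-7 mutant enzyme | Input: 2 µM procaspase-7 mutant as dispensed | Timing: 1 h compound preincubation, 2 h substrate cleavage, 25 °C | Repeats: One well per compound | Control set: DMSO wells as 0%, DMSO with 5 µM added PC-7 as 100% | Technique: Epi-absorbance of released pNA at 405 nm, two timepoints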
proCasp3 act: procaspase-3 (human) activation | P42574 | recombinant procaspase-3 D3A, Ac-DEVD-pNA absorbance 405 nm | activation, % at 8.5 µM | hit rate 0.11% among 330,000;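 active = activation above the mean of all tested compounds plus 3 SD, cut at about 21% in these data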;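 note: 0% = DMSO alone and 100% = DMSO wells spiked with extra 5 µM PC-3 D3A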
Target sequence (P42574 whole entry D9A/D28A/D175A): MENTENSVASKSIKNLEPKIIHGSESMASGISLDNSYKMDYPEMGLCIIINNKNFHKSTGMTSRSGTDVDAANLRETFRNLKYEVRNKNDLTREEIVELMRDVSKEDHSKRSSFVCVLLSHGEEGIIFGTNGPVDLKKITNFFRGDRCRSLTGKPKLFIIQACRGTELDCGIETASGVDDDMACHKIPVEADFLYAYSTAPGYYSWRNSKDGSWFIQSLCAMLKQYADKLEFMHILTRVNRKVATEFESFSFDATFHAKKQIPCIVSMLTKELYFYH
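System: Procaspase-3 D3A mutant. Medium: Zinc-free 300 mM NaCl, 50 mM HEPES, 0.01% Triton X-100. Schedule: 1 h preincubation plus 2 h reaction at 25 °C. Measured by: 405 nm absorbance of p-nitroaniline, reads at 0 and 120 min. Read-out: percent activation relative to control range.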
PP1 counter: PP1-alpha (human) inhibition in PP5 counter-screen; hit rate 0.9% among 320,000; purified PP1alpha, OMFP fluorescence; inhibition, % at 6.7 µM; AID 2235;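 active = inhibition above the mean inhibition of all tested compounds plus 3 SD, computed separately for each screening campaign, cut at about 15% in these data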
JMJD2C inh: inhibitors of human GASC-1 (JMJD2C) demethylase; Q9H3R0; GST-JMJD2C(1-420) H3K9me3 demethylation, DELFIA europium; inhibition, % at 2.35 µM; hit rate 0.069% among 330,000;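 active = more than half of a compound's replicate wells show inhibition beyond 50%, single wells judged on their own value; inconclusive = some, but no more than half, of replicates pass 50% inhibition; inactive = no replicate passes 50% inhibition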;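 note: signal counts dimethyl H3K9 product captured on neutravidin plate; 0% = median of DMSO wells and 100% = 0.3 times that DMSO median; strong numbers were not always called active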
Target sequence (Q9H3R0 1-420 limits assumed): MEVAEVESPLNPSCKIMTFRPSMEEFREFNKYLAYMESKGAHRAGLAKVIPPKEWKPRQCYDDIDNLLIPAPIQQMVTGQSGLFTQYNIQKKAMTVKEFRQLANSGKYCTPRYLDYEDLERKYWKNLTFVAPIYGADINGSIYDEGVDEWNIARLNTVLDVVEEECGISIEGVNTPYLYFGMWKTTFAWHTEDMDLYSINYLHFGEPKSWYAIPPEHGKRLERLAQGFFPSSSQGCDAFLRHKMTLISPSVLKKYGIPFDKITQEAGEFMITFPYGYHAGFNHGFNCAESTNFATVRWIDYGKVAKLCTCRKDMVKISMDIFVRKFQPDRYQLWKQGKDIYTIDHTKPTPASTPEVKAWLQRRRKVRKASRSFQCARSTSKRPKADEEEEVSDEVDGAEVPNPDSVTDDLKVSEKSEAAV
TPT1 inh: inhibitors of Candida albicans tRNA 2'-phosphotransferase TPT1; recombinant caTPT1, FP RNA substrate dephosphorylation; inhibition, % at 5 µM; hit rate 0.81% among 300,000; AID 1962;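 active = inhibition above the mean of all tested compounds plus 3 SD, set per screening campaign, cut at about 24% in these data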;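 note: plate controls were DMSO alone for no effect and ferristatin control at 100 nM for full effect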
Efflux pump inh: blocks antifungal efflux pumps in multiplex yeast assay | S. cerevisiae Candida pump triplex, Nile Red efflux | inhibition, % at 10 µM | hit rate 0.44% among 330,000;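 active = plate passing quality check with inhibition over a set limit, or well fluorescence over plate mean plus 4 SD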;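 note: Nile Red retained in pooled yeast measured as flow cytometry median fluorescence; 0% = buffer negative control and 100% = Enniatin B positive control; higher means more Nile Red kept so more efflux inhibition; some compounds called inactive have numbers as strong as hits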
HCV core dimer: blocks dimerization of HCV core protein; hit rate 0.33% among 300,000; inhibition, % at 5 µM; AID 1899; TR-FRET GST/Flag-core106 dimerization, 1536-well;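 active = inhibition above the mean of all tested compounds plus 3 SD, set per screening campaign, cut at about 45% in these data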
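System: GST-tagged and Flag-tagged HCV core protein residues 1-106 / Input: core106 proteins, GST 13.5 nM and Flag 17 nM / Buffer or medium: KF-containing HEPES buffer, pH 7.45, DTT, CHAPS, BSA / Probe or stimulus: Eu-anti-GST and XL665-anti-Flag labelled anti-tag antibodies / Schedule: 4 h, 22.5 °C incubation / Technique: TR-FRET 671 and 617 nm emission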
CTSL1 counter: blocks F. hepatica cathepsin L1 in PFM18AAP counter-screen; recombinant F. hepatica cathepsin L1, Z-Leu-Arg-MCA fluorescence; inhibition, % at 5.96 µM; hit rate 0.49% among 300,000; AID 1906;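 active = inhibition above the mean of all tested compounds plus 3 SD, set per screening campaign, cut at about 17% in these data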;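 note: 0% = plate median of test compound wells and 100% = 1 µM Z-Phe-Ala-diazomethylketone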
PP5 inh: PP5 (human) phosphatase inhibition; purified PP5c, OMFP substrate fluorescence; inhibition, % at 6.7 µM; hit rate 0.18% among 320,000; P53041; AID 1987;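 active = inhibition above the campaign's mean inhibition across all tested compounds plus 3 SD, cut at about 9.5% in these data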;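 note: 0% = DMSO only and 100% = 100 µM cantharidin control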
* = called active by the depositor; ? = inconclusive; / = no result given.

Compound	procasp7 counter	proCasp3 act	PP1 counter	JMJD2C inh	TPT1 inh	Efflux pump inh	HCV core dimer	CTSL1 counter	PP5 inh
CC(NC(=O)c1ccccc1F)c1cccc2ccccc12 (stereo not given)	-2.9	0.0	-3.2	0.4	-2.5	-0.1	3.7	-0.6	4.2
COCCN1C(=O)N[C@@H](c2cccc(C(F)(F)F)c2)C(C(=O)OC)=C1C	7.9	0.8	1.1	9.7	-1.6	0.1	-4.0	-1.9	2.3
O=C(NCc1ccccc1)C(c1ccncc1)N(C(=O)c1csnn1)c1cccc(F)c1 (stereo not given)	1.7	-9.8	1.5	-10.1	0.6	-0.2	0.0	1.0	0.2
CCOc1ccc(-c2nc(C#N)c(NCc3ccco3)o2)cc1	-0.8	18.1	-1.7	-3.5	-1.9	0.0	4.6	-0.6	1.7
O=C(Nc1cc(S(=O)(=O)N2CCCCC2)ccc1N1CCCCC1)C1CC1	-11.8	1.1	-4.8	5.6	-2.2	0.0	6.7	5.0	2.0
O=C(Cc1cccs1)Nc1nnc(COc2ccccc2)s1	-6.7	5.0	1.7	5.0	-0.5	-0.1	3.4	0.2	-1.4
Nc1ccc(C(=O)N/N=C/c2c[nH]c3ccccc23)cc1	8.3	0.5	-0.7	0.1	-2.9	-0.1	-12.8	0.5	-3.5
O=C(NCCN1CCOCC1)c1cc([N+](=O)[O-])ccc1Cl	12.4	-2.1	-5.8	-2.4	-1.5	-0.1	-9.5	4.5	1.5
Cc1cc(Br)ccc1NC(=O)CN1C(=S)NC(C)(C)CC1C (stereo not given)	-7.1	-16.1	0.8	7.0	0.3	-0.1	-1.6	-7.7	0.1
CSCCC1NC(=O)N(CC(=O)Nc2cc(C)on2)C1=O (stereo not given)	-3.3	-6.2	-5.5	-5.7	/	0.0	/	/	-2.6
COc1ccc(S(=O)(=O)NCc2ccc3c(c2)OCO3)cc1C(=O)O	-2.2	5.5	-2.4	3.8	-1.5	0.0	-1.1	-2.6	-0.2
CC(=O)c1cccc(NC(=O)c2sc(Cl)nc2C)c1	-4.3	-3.2	-2.8	0.3	1.4	0.1	-1.8	6.4	1.1
CC(C)C(=O)Nc1ccc(N2CCN(c3ccc(F)cc3)CC2)cc1	0.9	1.0	-1.2	-7.0	-4.3	-0.1	-0.6	2.3	0.7
Cc1ccccc1Cn1c(=O)n(Cc2ccco2)c(=O)c2ccccc21	4.0	3.5	0.0	9.5	-2.9	-0.1	12.4	-0.3	3.3
CC(C)(C)C(=O)O/N=C(\N)c1ccc(-c2csnn2)cc1	8.5	0.7	-5.8	12.5	-2.3	0.0	-3.2	-4.5	0.9
Cc1nc2sccn2c(=O)c1S(=O)(=O)NCCc1ccccc1	-1.6	1.9	-1.8	3.4	-1.5	-0.1	-11.1	-1.0	0.9
CC(=O)Nc1ccc(N=Nc2ccc(O)cc2)cc1	-20.7	-4.5	1.8	2.8	1.2	0.1	-17.5	-0.9	1.3
COC(=O)[C@]1(Cc2ccccc2)N[C@H](c2ccc(-c3ccc(Cl)c(Cl)c3)cc2)[C@@H]2C(=O)N(C)C(=O)[C@@H]21	-0.7	-7.2	7.2	21.6	-3.9	0.5	4.7	-3.1	5.5
O=C(Cn1cc(C(F)(F)F)ccc1=O)N/N=C/c1cccc(Cl)c1	10.0	4.1	-0.9	4.1	2.9	0.1	-12.7	-7.7	2.2
CCc1ccc(-c2cc(C)no2)cc1S(=O)(=O)NCCc1ccc(OC)c(OC)c1	3.1	-10.3	0.1	32.1	-3.8	0.0	-6.0	6.0	-1.6
COc1ccc2c(OC)cc(=O)n(C)c2c1	-2.3	3.2	-3.4	14.9	0.7	-0.2	-1.1	-0.8	3.7
CCc1cccc(CC)c1NC(=O)C[n+]1cccc(C(N)=O)c1	10.8	-2.3	-3.7	2.0	-7.0	-0.2	-2.5	-3.9	-0.6
CN1CC(=O)N2[C@H](c3ccc4c(c3)OCO4)c3[nH]c4ccccc4c3C[C@@H]2C1=O	-8.3	-1.5	1.5	16.0	-4.3	0.1	-7.0	-1.0	-0.9
O=C(CSc1nnnn1-c1ccc(Cl)cc1)NC(=O)Nc1ccc2c(c1)OCCO2	-5.2	-2.0	6.4	-2.4	-1.1	0.1	0.2	3.7	1.3
Cc1cccc2c(N=Nc3ccc(S(=O)(=O)Nc4ccc(Cl)cc4)cc3[N+](=O)[O-])c(O)[nH]c12	-5.6	-0.9	-0.1	14.2	-0.3	0.0	49.1*	0.0	-1.6
CCN1CCN(Cc2c(C(=O)N/N=C(\C)c3ccc(Cl)c(Cl)c3)nnn2-c2nonc2N)CC1	1.4	1.0	-0.7	-16.8	-3.3	-0.1	-4.1	0.8	-1.7
COc1ccccc1NS(=O)(=O)c1cc(NC(=O)c2cc(F)c(F)c(F)c2F)ccc1N1CCOCC1	4.6	-4.0	/	-0.6	/	0.1	/	/	/
COc1ccc(N(CC(=O)Nc2ccc3c(c2)OCO3)S(C)(=O)=O)c(OC)c1	-3.4	8.0	-4.6	17.6	5.7	0.4	-1.6	6.5	0.2
CC(/C=N/NC(=O)c1ccncc1)=C\c1ccc(C(C)C)cc1	2.5	0.0	-0.3	0.2	-1.1	-0.7	-5.9	1.4	4.5
OCC1(Cc2ccccc2C(F)(F)F)CCN(Cc2ccncc2)CC1	5.9	-6.4	-4.4	16.4	-1.7	0.1	6.4	-0.9	1.8
Cc1cc(C)cc(OCc2nnc(SCC(=O)NC3CC3)n2C)c1	0.2	4.7	-9.2	-7.3	1.6	2.5	-3.2	-2.9	2.4
COc1ccc(C(=O)Nc2ccc(NC(=O)c3ccccc3)cc2)cc1S(=O)(=O)N1CCOCC1	1.1	4.0	1.6	1.4	0.0	0.0	-4.7	0.1	1.7
COC(=O)c1[nH]nc(C(=O)OC(C)(C)C)c1-c1ccccc1	0.6	8.0	-1.8	-0.2	-2.5	-0.1	-4.3	-1.6	-0.2
CCC(=O)N1CCc2cc(S(=O)(=O)Nc3ccccc3C)ccc21	-7.9	-6.0	1.0	2.5	-5.9	0.4	6.2	0.8	3.2
N#Cc1c(NC(=O)C2CC(c3ccccc3Cl)=NO2)sc2c1CCC2 (stereo not given)	2.5	-0.2	3.9	5.7	-0.1	0.2	9.0	4.5	1.5
CN(C)/C=C(/C(=O)c1ccc(Cl)cc1Cl)S(=O)(=O)c1ccc(Cl)cc1	2.7	4.6	2.2	0.1	-1.6	-0.1	-9.8	-1.9	1.2
Cc1nnc(SCC(=O)NC(=O)Nc2ccc3c(c2)OCCO3)s1	-3.3	1.6	-4.1	12.0	3.0	0.2	-4.8	-4.6	3.1
Cc1cc(-n2nc(C)cc2C)n2nc(C)c(-c3ccc(Cl)cc3)c2n1	-1.1	4.4	2.0	-1.9	0.0	0.0	-0.8	3.1	3.7
C=CCn1c(=S)[nH]c2cc(C(=O)NCCc3ccc(S(N)(=O)=O)cc3)ccc2c1=O	-5.5	0.1	-1.8	/	/	-0.2	/	/	-1.0
CCCc1cc(=O)[nH]c(SCC(=O)N(C)CC(=O)Nc2ccc(C)cc2)n1	8.3	4.8	-0.8	-1.5	3.0	-0.1	-5.1	-5.2	-0.6
Cc1cc2ncn(-c3ncnc4scc(-c5ccccc5)c34)c2cc1C	7.1	7.9	1.8	0.7	-0.9	0.1	5.2	-1.7	3.4
C/C(O)=c1/cnc2nc3ccccc3n2c1=O	-1.9	6.9	2.9	-9.4	-2.1	0.1	-8.0	-3.1	3.4
O=S(=O)(NCc1ccccc1)c1ccc(S(=O)(=O)N(Cc2ccccn2)C2CCCC2)cc1	0.7	-2.1	4.4	?	0.3	0.0	1.9	-0.3	2.5
CC(NC(=S)NCc1ccc(F)cc1)C12CC3CC(CC(C3)C1)C2 (stereo not given)	-0.6	1.9	4.2	6.1	-3.1	0.5	6.3	1.1	4.4
CCCc1ccc(NC(=O)C2CCN(c3cnccn3)CC2)cc1	-2.2	-1.3	-2.5	-4.2	-2.2	0.2	11.0	-0.9	1.7
Cc1ccc2sc(N(CCCN(C)C)C(=O)c3ccc(S(=O)(=O)N(C)C4CCCCC4)cc3)nc2c1C	0.7	-1.7	9.6	-7.0	-4.2	0.1	-4.8	-0.1	6.6
O=C(Nc1cccc(C(F)(F)F)c1)c1ccc(Cn2cc(Br)cn2)o1	1.3	1.6	3.4	6.0	-1.5	-0.1	-3.9	2.7	6.7
Cc1cnc(C(=O)OCC(=O)c2ccccc2)cn1	-2.9	-5.2	-1.7	-20.1	1.0	0.1	1.4	-1.8	0.6
Cc1csc(NC(=O)CSc2nc3nc(C)cc(C)n3n2)n1	7.0	5.5	-3.1	-5.3	/	0.1	/	/	2.8
O=c1c2ccccc2nnn1CSc1nc2ccccc2[nH]1	-7.3	5.6	0.2	-2.8	-0.6	0.1	-6.7	3.0	3.2
Cc1[nH]c(=S)sc1Cc1ccc(Cl)c(Cl)c1	-10.3	-19.0	1.1	3.4	0.1	0.1	-3.8	-4.4	3.9
O=C(c1ccccc1F)N1CCCc2ccccc21	-6.0	0.5	-2.4	5.0	-0.4	0.2	-18.0	1.5	2.4
O=C(NC(=S)NCC1CCCO1)c1ccccc1Br (stereo not given)	-22.1	0.0	4.4	3.9	-7.2	0.1	-7.3	-0.5	-0.4
CC(C)NC(=O)Cn1cc(C(=O)COc2ccccc2)c2ccccc21	10.1	-13.1	2.9	4.2	2.3	0.2	0.0	-4.2	-1.5
COc1ccc(OC)c(NC(=O)C2CCN(c3cc(-c4ccccc4)nc4ncnn34)CC2)c1	4.6	-3.5	-2.8	-3.4	1.1	0.1	0.7	0.3	-0.2
CCOC(=O)Cc1csc(NC(=O)c2cc(C)cc(C)c2)n1	0.4	3.1	-0.2	0.4	-7.9	-0.1	2.1	0.5	-2.0
O=C(CCCNC(=O)c1ccc(Cl)cc1)Nc1cccc(F)c1	1.2	-5.2	-2.0	7.9	-2.5	-0.2	-12.5	3.0	1.3
COCCCNC(=S)N/N=C/c1ccc(N(C)C)cc1Cl	1.9	-1.3	2.2	-15.4	-4.6	-0.1	-2.7	12.5	-0.1
COC(=O)c1ccc(CNC(=O)CSc2nnc(COc3ccccc3)n2C)o1	0.0	4.6	-1.4	3.4	-3.1	0.1	3.5	0.1	3.0

The order is random (roughly 2.9% active in at least one column).
